Source: PubChem (The Scripps Research Institute Molecular Screening Center)
TAAR1 antagonist = human TAAR1 antagonists, primary screen, Fluo-8 calcium fluorescence, CHO RD-HGA16 cells; Trace amine-associated receptor 1 (Homo sapiens), Q96RJ0; antagonist; inhibition, % at 3 µM; hit rate 1.5% among 360,000; AID 624466, 2012;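 active = inhibition above a per-plate cutoff, the mean inhibition of test compounds on that plate plus 3 SD, cut at about 49% in these data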;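 note: 0% = DMSO plus EC80 beta-PEA response and 100% = DMSO alone without agonist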
Target sequence (Q96RJ0 whole entry, looked up): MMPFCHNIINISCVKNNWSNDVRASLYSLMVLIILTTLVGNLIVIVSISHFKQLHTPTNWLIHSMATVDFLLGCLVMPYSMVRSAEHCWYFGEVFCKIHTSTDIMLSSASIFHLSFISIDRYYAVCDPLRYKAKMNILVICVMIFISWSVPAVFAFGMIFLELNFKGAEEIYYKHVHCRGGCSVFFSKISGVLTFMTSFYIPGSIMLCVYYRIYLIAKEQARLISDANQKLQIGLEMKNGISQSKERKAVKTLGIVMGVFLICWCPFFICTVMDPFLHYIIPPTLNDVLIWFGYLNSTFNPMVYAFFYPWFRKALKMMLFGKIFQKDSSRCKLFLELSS
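System: CHO RD-HGA16 cells bearing hTAAR1. Reagent: EC80 β-phenethylamine stimulus. Schedule: seeding 17-24 h prior, 75-min 37 °C, 30-min RT dye loading. Signal: Fluo-8 intracellular calcium dye fluorescence, real-time kinetic reads. Read-out: % inhibition from peak post-agonist over basal fluorescence ratio. Benchmarks: vehicle wells and EC80 agonist wells. Replicates: n of 1.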
CHRM1 antagonist = human M1 muscarinic receptor antagonists, primary screen, CHO-K1 cells, Fluo-8 calcium fluorescence, 1536-well | Muscarinic acetylcholine receptor M1 (Homo sapiens), P11229 | CHO-K1 hM1, ACh EC80 antagonist | inhibition, % at 3 µM | hit rate 1.3% among 360,000 | AID 588852, 2011;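 active = percent inhibition above its own plate's cutoff, namely the mean of that plate's compound wells plus 3 SD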;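 note: peak over basal fluorescence ratio during 140 s after agonist addition; 0% = ACh EC80 plus DMSO and 100% = DMSO alone without agonist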
Target sequence (P11229 whole entry, looked up): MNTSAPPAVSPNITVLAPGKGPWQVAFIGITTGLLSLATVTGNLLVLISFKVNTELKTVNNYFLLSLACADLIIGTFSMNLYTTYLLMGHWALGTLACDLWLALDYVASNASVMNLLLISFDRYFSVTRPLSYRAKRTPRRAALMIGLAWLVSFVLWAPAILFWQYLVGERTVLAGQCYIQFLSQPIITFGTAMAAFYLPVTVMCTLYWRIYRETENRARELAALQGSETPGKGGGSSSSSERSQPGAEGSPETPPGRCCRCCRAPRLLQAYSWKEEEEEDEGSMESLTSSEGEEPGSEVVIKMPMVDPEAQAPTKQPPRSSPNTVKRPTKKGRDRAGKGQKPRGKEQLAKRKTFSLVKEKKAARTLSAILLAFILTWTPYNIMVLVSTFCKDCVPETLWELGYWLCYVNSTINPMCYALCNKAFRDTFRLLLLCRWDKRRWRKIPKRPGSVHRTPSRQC
OXTR potentiate = human OXTR potentiators, primary screen, fluorescence, CHO-OTR cells, Fluo-8 calcium; hit rate 0.061% among 320,000; Oxytocin receptor (Homo sapiens), P30559; Fluo-8 calcium fluorescence, potentiator mode; 0% = oxytocin EC15, 100% = EC100; activation, % at 3 µM;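 active = activation above that plate's cutoff, the mean activation of tested compounds plus 3 SD, cut at about 6.6% in these data, passing the limit was not always enough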;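 note: 100% uses oxytocin at 75 nM as the full agonist control; some results filed as inactive read as strong as hits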
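Material: human OTR in CHO cells. Compound: 3.0 µM, one dose. Timing: compound 6 min at room temperature before oxytocin, 100 s read. Evaluation: % activation of max/min ratio relative to oxytocin controls. Replication: single well per compound, singlicate. Signal: Fluo-8 calcium dye fluorescence.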
CHO-K1 Ca PAM = nonselective calcium activators in parental CHO-K1 cells, primary screen, counter-screen for M1 PAM project, cell-based, Fluo-8 calcium fluorescence, full deck, 1536-well; ATP EC20; 0% at ATP EC20, 100% at ATP max; hit rate 0.02% among 360,000; activation, % at 3 µM;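 active = activation above the run cutoff, the mean activation of all test compounds plus 3 SD, cut at about 40% in these data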;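 note: peak over basal fluorescence ratio in a 140 s read after ATP addition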
CHO-K1 Ca antag = M1 antagonist counterscreen hit in parental CHO-K1 cells. ATP-induced calcium, Fluo-8 fluorescence. AID 602250. inhibition, % at 3 µM. hit rate 0.6% among 360,000;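 active = inhibition above a per-plate cutoff, the plate's mean sample inhibition plus 3 SD, cut at about 24% in these data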;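 note: 0% = DMSO plus EC80 ATP and 100% = DMSO alone without ATP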
CHO-K1 Ca ag = counter-screen for M1 agonists: effect in parental CHO-K1 cells; Fluo-8 calcium fluorescence; scaled to maximal ATP response, vehicle zero; activation, % at 3 µM; hit rate 0.48% among 360,000; AID 602248, 2012; in the data active = activation above about 15%;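 note: untransfected CHO-K1 host cells lacking M1 receptor as counterscreen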
M1 ag = human M1 muscarinic receptor agonists, primary screen, Fluo-8 calcium fluorescence, CHO-K1 cells, HTS; AID 588814, 2011; Muscarinic acetylcholine receptor M1 (Homo sapiens), P11229; activation, % at 3 µM; CHO-K1 hM1, agonist mode; 0% DMSO, 100% acetylcholine EC100; hit rate 0.33% among 360,000;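 active = activation above the run's mean compound activation plus 3 SD, cut at about 16% in these data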;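 note: peak over basal fluorescence ratio within a 140 s kinetic read after compound addition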
TAAR1 ag = human TAAR1 agonists, primary screen, Fluo-8 calcium fluorescence, CHO RD-HGA16 cells; activation, % at 3 µM; vehicle wells 0%, saturating PEA agonist 100%; hit rate 0.99% among 360,000; Trace amine-associated receptor 1 (Homo sapiens), Q96RJ0;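 active = activation above the mean activation of all test compounds in the run plus 3 SD, cut at about 38% in these data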
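Signal – calcium-sensitive Fluo-8 signal, excitation 470-495, emission 515-575 nm · System – RD-HGA16 (CHO) cells co-expressing Gα16 and hTAAR1 · Incubation – 17-24 h seeding, 75 min 37 °C dye, 30 min RT · Compound dosing – 3 µM single concentration · Repeats – no replicates (n 1)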
CHO parental Ca = ATP-evoked calcium signal inhibitors, parental CHO, primary screen, counter-screen for OX1R antagonist project, cell-based, fluorescence, Fluo-8 calcium dye. parental CHO-K1, ATP-induced calcium, Fluo-8 fluorescence. hit rate 0.63% among 330,000. inhibition, % at 5.6 µM;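 active = inhibition above that plate's mean sample inhibition plus 3 SD, cut at about 26% in these data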;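 note: 0% = ATP-challenged DMSO wells and 100% = DMSO wells without ATP; some compounds past the cut are filed as inactive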
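Material – parental CHO cells · Reagent – ATP stimulus · Compound – single nominal dose of 5.6 µM per compound · Detection – Fluo-8 fluorescence · Read-out basis – percent inhibition of calcium signal · Controls – ATP-challenged DMSO wells low, unchallenged DMSO wells high · Repeats – no replicates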
* = called active by the depositor; nt = no result given.

SMILES	TAAR1 antagonist	CHRM1 antagonist	OXTR potentiate	CHO-K1 Ca PAM	CHO-K1 Ca antag	CHO-K1 Ca ag	M1 ag	TAAR1 ag	CHO parental Ca
COc1cccc(OC)c1/C(O)=C(\C#N)c1nc2ccccc2[nH]1	-9	-6	-2	-1	5	1.0	-5	9	-10
COc1cccc(C(=O)NC2(C(F)(F)F)N=C3SCCN3C2=O)c1 (configuration not stated)	-4	-3	2	19	-5	1.7	-4	12	-5
O=C(Nc1sc2c(c1C(=O)O)CCCCC2)c1ccco1	0	-4	-1	18	-11	0.3	-7	-1	-12
CC1CCc2sc(NC(=O)c3ccc(N4C(=O)CCC4=O)cc3)c(C(N)=O)c2C1 (configuration not stated)	21	-5	-3	19	-2	0.7	-1	9	-4
COc1ccc(-c2occ(C(=O)O)c2C(=O)O)cc1	-1	-3	0	16	-13	0.8	-1	8	-3
COc1ccc(-c2nc(-n3c(C)c(C(C)=O)c(C(C)=O)c3C)sc2C)cc1OC	-13	-5	-11	22	-7	6.3	-3	5	-22
NCCCCC(=O)O	-11	-15	-1	-6	20	0.2	-2	1	10
CCOc1ccc(OCC(=O)OCC(=O)Nc2ccc3[nH]c(=O)[nH]c3c2)cc1	7	-18	nt	-6	-5	0.6	3	0	nt
CCOC(=O)C(=O)NC(C)c1ccccc1 (configuration not stated)	8	-6	-2	7	-7	0.5	-5	2	-6
Fc1cccc(F)c1-n1c(CN2CCCC2)csc1=S	-5	-5	-1	14	-2	0.7	-9	2	-6
Cc1ccc(-c2csc(NC(=O)C3CSC4(C)CCC(=O)N34)n2)cc1 (configuration not stated)	-19	-11	-13	0	-1	0.0	-2	-1	-19
CC(C)C[C@H](NC(=O)NCc1ccccc1Cl)C(=O)O	21	-11	0	25	-33	1.4	0	7	0
CCOc1ccccc1-c1noc(CCC(=O)NC2CCCCC2)n1	-12	1	0	12	-21	0.9	-5	2	-13
COc1cc(/C=N/O)cc(Br)c1OC	3	-3	-4	3	1	-0.2	-4	4	-1
Cc1cccc(N2CCN(CC(=O)NCC3CCCCC3)CC2)c1C	-33	-2	-8	-1	-15	1.2	3	17	6
O=C(c1ccco1)N1N=C(c2cccs2)CC1c1ccc(F)cc1 (configuration not stated)	-15	-5	1	11	-5	0.3	-6	8	-20
C=C(C)Cn1c(=O)c2c(nc3n2CCN3c2cccc(Cl)c2C)n(C)c1=O	9	1	-12	-13	-3	3.4	0	6	-9
CCN(CC)c1ccc(CNc2nc3ccccc3n2CCN2CCCCC2)cc1	5	12	-9	-14	23	7.8	-11	8	-25
CC(=O)NCCc1ccc(S(=O)(=O)Nc2ccc(NC(=O)c3ccc(F)cc3)cc2)cc1	-18	-9	-12	-5	-11	1.3	1	8	-3
Cc1cc(SCC(=O)Nc2cccc(S(=O)(=O)NC3=NCCCCC3)c2)c(C)cc1Br	23	7	-11	-10	11	0.9	-6	5	2
COc1ccc(S(=O)(=O)N2CC(C)N(C(=O)N3CCOCC3)C2)cc1 (configuration not stated)	0	-11	-8	16	0	0.8	-3	0	-7
CCOC(=O)c1cnc(N2CCN(C(=O)OCC)CC2)[nH]c1=O	7	2	-11	-8	14	-0.4	-5	1	-12
O=C(NC1CCCCC1)C(c1ccc(F)cc1)N(CCN1CCOCC1)C(=O)c1ccc(-c2ccccc2)[nH]1 (configuration not stated)	-13	-9	-7	6	-2	3.1	-6	6	-12
C=CCNC(=O)C1CC2Cn3c(nc4cc5ccccc5cc43)C2N1C (configuration not stated)	10	-13	-4	15	-21	0.7	-5	8	-6
CC(=O)Nc1ccccc1-c1nc2ccccc2nc1OCC(=O)c1ccc(Cl)cc1	-18	-7	-6	17	-3	0.7	-8	0	-2

Record cards, as listed above. Order of screens: TAAR1 antagonist | CHRM1 antagonist | OXTR potentiate | CHO-K1 Ca PAM | CHO-K1 Ca antag | CHO-K1 Ca ag | M1 ag | TAAR1 ag | CHO parental Ca
CC(=O)Nc1ccccc1-c1nc2ccccc2nc1OCC(=O)c1ccc(Cl)cc1 is listed with -18 | -7 | -6 | 17 | -3 | 0.7 | -8 | 0 | -2
Fc1cccc(F)c1-n1c(CN2CCCC2)csc1=S is listed with -5 | -5 | -1 | 14 | -2 | 0.7 | -9 | 2 | -6

Later entries.
SMILES	TAAR1 antagonist	CHRM1 antagonist	OXTR potentiate	CHO-K1 Ca PAM	CHO-K1 Ca antag	CHO-K1 Ca ag	M1 ag	TAAR1 ag	CHO parental Ca
Cc1c(CC(=O)NCCCC(=O)O)c(=O)oc2cc3c(cc12)CCC(C)(C)O3	1	-9	-19	9	-6	0.5	-1	7	-3
NS(=O)(=O)c1ccc(N=Nc2ccc(O)c3ncccc23)cc1	-11	-4	-6	-6	4	-0.4	0	1	-3
O=C(Nc1cccc(-n2cccn2)c1)C1CCCN(Cc2ccc(C#CCCO)cc2)C1 (configuration not stated)	-18	4	-5	-2	-11	3.6	-5	4	-23
O=C1CCC(C(=O)Nc2ccc(OC(F)F)cc2)N1 (configuration not stated)	-27	-6	-1	9	-2	0.5	-2	9	-3
CC(NCC(=O)Nc1ccccc1C(=O)NC1CC1)c1cccc(C(F)(F)F)c1 (configuration not stated)	36	1	-8	2	-8	4.9	-2	16	-26
COc1ccc(CN(C)S(=O)(=O)c2nnc(NC(=O)c3cccc(C)c3)s2)cc1OC	-8	4	-12	16	-6	9.0	1	1	-15
CCN1CCN(S(=O)(=O)c2ccc3[nH]c(=O)oc3c2)CC1	-1	3	-2	5	2	0.2	-3	2	-5
O=C(C#Cc1ccccc1)NCc1ccccc1F	-21	-9	nt	12	-20	-0.1	0	0	nt
CC1C=CCC2C(=O)N(c3ccccc3OC(=O)c3cccs3)C(=O)C12 (configuration not stated)	-9	-2	2	18	-3	0.5	-4	2	-21
O=C(CSc1nncs1)NC1CCCc2ccccc21 (configuration not stated)	13	-4	1	18	-18	0.3	-2	3	-5
CNC(=O)C[C@H]1C(=O)N(c2ccccc2)C[C@@H]1C	-2	-6	nt	10	9	0.8	-6	0	nt
O=S1(=O)CC(O)C(Nc2ccc(Cl)cc2)C1 (configuration not stated)	6	-37	-14	13	3	0.1	-2	7	11
O=C(Nc1ncc([N+](=O)[O-])s1)c1ccccc1Br	16	3	-18	4	-3	13	3	8	4
COc1ccccc1-n1cnnc1SCC(=O)Nc1cccc(S(=O)(=O)N2CCCCC2)c1	10	nt	-5	nt	nt	nt	nt	2	-12
O=C(CCc1ccccc1O)NC1CCCc2ccccc21 (configuration not stated)	-7	-2	-11	-5	-17	0.9	-6	5	8
Cc1ccc(NC2CCCN(C(=O)CCc3ccncc3)C2)cc1C (configuration not stated)	-27	3	nt	-4	-2	0.4	-6	2	nt
CC(C)(C)N(Cc1ccccc1)C(=O)COC(=O)CNS(=O)(=O)c1ccc2ccccc2c1	15	7	-6	6	-10	0.6	-2	11	-9
CCCCNC(=O)C1(c2ccc(OC)cc2)CCOCC1	-1	-2	-2	-5	3	0.2	-3	2	-5
Cc1ccc(-c2n[nH]c(=S)n2/N=C/c2sccc2C)cc1	-11	-9	-2	11	-11	-0.7	-5	0	0
CC(=O)c1c(C)[nH]c(C(=O)NCC2CCCCC2)c1C	-17	-10	-2	8	-17	4.4	0	5	-10
c1ccc(-c2sc3ccccc3c2-c2ccc(OCCN3CCCC3)cc2)cc1	21	-2	-7	9	-9	-0.1	-4	11	11
COC(=O)c1ccccc1NC(=O)C1CCN(S(=O)(=O)c2cc(C)ccc2OC)CC1	16	1	-13	-4	5	1.2	0	16	-16
COC(=O)C1=CN(Cc2ccc(OC)c(OC)c2)C=C(C(=O)OC)C1c1cccc(F)c1	-24	0	-13	11	2	3.8	-3	-1	-17
O=C(O)CC1CCCC(c2ccccc2)C1=O (configuration not stated)	16	-8	2	-3	-4	0.0	-2	8	-7
CN(C(=O)c1cccc(NC(=O)Cc2ccc(NC(=O)C3CCCN(C(=O)c4ccccc4)C3)cc2)c1)C1CCCCC1 (configuration not stated)	4	-2	nt	20	-7	0.6	-5	2	nt

Taken from above.
COc1ccc(CN(C)S(=O)(=O)c2nnc(NC(=O)c3cccc(C)c3)s2)cc1OC | CHO parental Ca: -15
O=S1(=O)CC(O)C(Nc2ccc(Cl)cc2)C1 (configuration not stated) | CHO-K1 Ca antag: 3
O=C(CSc1nncs1)NC1CCCc2ccccc21 (configuration not stated) | TAAR1 antagonist: 13
CN(C(=O)c1cccc(NC(=O)Cc2ccc(NC(=O)C3CCCN(C(=O)c4ccccc4)C3)cc2)c1)C1CCCCC1 (configuration not stated) | CHRM1 antagonist: -2
NS(=O)(=O)c1ccc(N=Nc2ccc(O)c3ncccc23)cc1 | CHO parental Ca: -3

(more compounds)
SMILES	TAAR1 antagonist	CHRM1 antagonist	OXTR potentiate	CHO-K1 Ca PAM	CHO-K1 Ca antag	CHO-K1 Ca ag	M1 ag	TAAR1 ag	CHO parental Ca
Cn1c(NC(=O)c2ccc(Cl)s2)cc(=O)n(C)c1=O	2	5	3	14	-5	0.2	-3	10	5
CN(C(=O)COC(=O)c1nc(Cl)ccc1Cl)C1CCS(=O)(=O)C1 (configuration not stated)	4	-4	-3	5	-10	0.2	0	1	-2
N#C/C(=C\c1ccc[nH]1)C(=O)Nc1ccccc1[N+](=O)[O-]	3	-12	-3	-6	-1	1.0	1	4	-9
COc1ccc(-n2c(SCC(N)=O)nc3nc4c(cc3c2=O)COC(C)(C)C4)cc1	0	4	-9	4	1	0.6	-4	8	-5
Cc1ccc2c(c1)C1(OCCCO1)C(=O)N2CC#N	1	-2	-10	-6	-6	0.8	0	3	-3
CCOC(=O)[C@H]1[C@H]2COc3ccccc3[C@@H]2N2C(=O)c3ccc(Cl)cc3NC(=O)[C@@]12C	15	-14	-8	23	-14	-0.7	-9	16	-8
CN(C)S(=O)(=O)c1ccc(C(=O)OCC(=O)c2ccc(OC(F)F)cc2OC(F)F)cc1	12	-13	-8	6	2	2.1	-2	4	-8
Cc1c(C(=O)Nc2nonc2-c2ccc(F)cc2)oc2ccc(F)cc12	2	4	-12	-11	2	1.4	-3	3	2
